Source: PubChem BioAssay (several laboratories)
KCNK3 inh: human KCNK3 channel inhibition, primary screen. O14649. CHO-KCNK3 thallium flux, FluxOR fluorescence; stronger effect = lower value. B-score at 10 µM. 0.84% of 340,000 active;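 active means B-score under library mean minus 4 SD, starting fluorescence ratio at most library mean plus 5 SD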;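 further: more negative B-score means stronger inhibition of thallium flux through KCNK3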
Target sequence (O14649 whole entry, looked up): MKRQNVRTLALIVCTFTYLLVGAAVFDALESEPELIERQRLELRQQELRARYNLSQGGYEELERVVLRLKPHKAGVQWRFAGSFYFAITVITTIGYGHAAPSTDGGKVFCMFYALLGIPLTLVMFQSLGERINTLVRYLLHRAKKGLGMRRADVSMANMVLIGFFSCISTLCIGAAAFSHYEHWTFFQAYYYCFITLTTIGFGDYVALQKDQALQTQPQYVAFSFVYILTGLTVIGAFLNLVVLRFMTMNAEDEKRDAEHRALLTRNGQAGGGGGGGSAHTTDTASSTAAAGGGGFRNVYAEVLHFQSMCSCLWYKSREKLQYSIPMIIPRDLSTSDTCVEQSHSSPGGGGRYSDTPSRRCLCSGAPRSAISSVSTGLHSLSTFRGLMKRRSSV
DYRK1A inh: Dyrk1A (rat) kinase inhibition | 0.43% of 310,000 active | Q63470 | ADP-Glo luminescence, NFATc1 peptide | AID 504441 | inhibition, % at 12.5 µM; in the data active means inhibition above about 50%;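 further: plate controls were vehicle with enzyme for no effect and no enzyme for full effect; many of its hits are not listed in these tables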
Active calls of the source: *; i = inactive.

SMILES	KCNK3 inh	DYRK1A inh
CNc1ccc(C=C2C=Cc3ccccc32)cc1	i	0
CC(=O)NC(NC(=S)Nc1c(C)n(C)n(-c2ccccc2)c1=O)C(Cl)(Cl)Cl (stereo not given)	i	8
COc1ccc2cc(C[C@@H]3CC[C@@H](CNC(N)=O)O3)ccc2c1	i	4
O=[N+]([O-])c1cccc(C=NN=Cc2ccccc2O)c1	i	0
Cc1occc1-c1nnc(SCC(=O)NC2CCCCC2C)o1 (stereo not given)	i	6
COc1ccc(CN2CC(COCc3ccccc3)Oc3ccccc3S2(=O)=O)cc1 (stereo not given)	i	-3
CCOc1cc(N2CCOCC2)c(OCC)cc1NC(=O)CN1C(=O)NC2(CCCCC2C)C1=O (stereo not given)	i	3
Cc1cc(C)c(OCC(=O)OC(C)C(=O)NCc2ccccc2)c(C)c1 (stereo not given)	i	-3
COC(=O)[C@]1(Cc2ccccc2)N[C@H](CN(C)C(C)=O)[C@@H]2C(=O)N(C)C(=O)[C@@H]21	i	4
COc1cc2ccc(=O)oc2c(O)c1O	i	9
O=C(CCc1ccccc1Cl)Nc1ccc(S(=O)(=O)Nc2nccs2)cc1	i	6
CN(C)c1ccc(C=NNc2nc3c([nH]2)c(=O)n(C)c(=O)n3C)cc1	i	-1
Cc1ccc(S(=O)(=O)N2CCOCC2)cc1NC(=O)COC(=O)CCC(=O)c1ccc(F)cc1	i	13
CC(C)(CNC(=O)C1CCN(S(=O)(=O)c2cc([N+](=O)[O-])ccc2Cl)CC1)N1CCOCC1	i	10
O=C1/C(=C\c2ccccc2)CN(C(=O)CCN2CCCCC2)C/C1=C/c1ccccc1	i	1

The last 2 compounds of the part before come first, to join the parts:
SMILES	KCNK3 inh	DYRK1A inh
CC(C)(CNC(=O)C1CCN(S(=O)(=O)c2cc([N+](=O)[O-])ccc2Cl)CC1)N1CCOCC1	i	10
O=C1/C(=C\c2ccccc2)CN(C(=O)CCN2CCCCC2)C/C1=C/c1ccccc1	i	1
CC(C)c1ccccc1OCC(=O)Nc1nnc(C2CC2)s1	i	5
Cc1cccc(C(=O)OC(C)C(=O)NCC2CCCCC2)c1O (stereo not given)	i	-2
COc1ccc(C(=O)Cn2c(C(C)=O)nc3ccccc32)cc1	i	3
Cn1c(SCC(=O)NNC(=O)c2ccccc2Br)nnc1C(F)(F)F	i	4
COc1cc([N+](=O)[O-])ccc1NC(=O)CN1C(=O)NC2(CCCCC2C)C1=O (stereo not given)	i	-1
CCOC(=O)N1CCN(C(=O)COC(=O)c2cccc(S(C)(=O)=O)c2)CC1	i	-2
OC(Cc1cccnc1)(c1ccccc1)c1ccccc1	i	2
Nc1ccc2c(S(=O)(=O)O)cccc2c1S(=O)(=O)O	i	0
COc1cc(/C=C/C(=O)O)cc(S(=O)(=O)Nc2ccc(S(=O)(=O)N3CCCCC3)cc2)c1OC	i	-4
COc1ccc(C)cc1-n1nnnc1SCC(=O)NC1CCCC1	i	5
COc1ccc(-c2nnc3ccc(SCC(=O)N4CCN(c5ccccc5)CC4)nn23)cc1	i	6
O=C(c1cc(-c2cccnc2)nc2ccccc12)N1CCN(S(=O)(=O)c2ccc(Cl)s2)CC1	i	-4
COc1cc(CCC(N)c2cccc(O)c2)cc(OC)c1OC (stereo not given)	i	-1
CCN(C[C@H]1N[C@@](CC)(C(=O)OC)[C@H]2C(=O)N(Cc3ccccc3)C(=O)[C@@H]12)C(=O)Nc1ccc(C)cc1	i	0
COc1cc(C2c3cc4c(cc3OC(N3CCCCC3)C2C)OCO4)cc(OC)c1O (stereo not given)	i	-2

Individual results from the entries so far.
O=C1/C(=C\c2ccccc2)CN(C(=O)CCN2CCCCC2)C/C1=C/c1ccccc1 – DYRK1A inh = 1
CNc1ccc(C=C2C=Cc3ccccc32)cc1 – DYRK1A inh = 0

The list continues.
SMILES	KCNK3 inh	DYRK1A inh
CN(CC(=O)Nc1ccc(F)c(F)c1F)C(=O)Cc1ccc(S(=O)(=O)N2CCOCC2)s1	i	-2
Cc1ccc(C2(C)NC(=O)N(CC(=O)Nc3cc(S(=O)(=O)N4CCOCC4)ccc3OC(C)C)C2=O)cc1 (stereo not given)	i	-4
CCN1CCN(c2oc(-c3ccccc3)nc2S(=O)(=O)c2ccc(C)cc2)CC1	i	-13
Cn1c(N)c(C(=O)CSc2nnc(C3CC3)n2Cc2ccccc2)c(=O)[nH]c1=O	i	-3
CCC(C)Sc1ccc(-c2nc3ccc(C)cn3c2NCc2ccccc2)cc1 (stereo not given)	i	-2
CC[C@@]1(C(=O)OC)N[C@H](CN(C)C(=O)C2CCCCC2)[C@@H]2C(=O)N(Cc3ccccc3)C(=O)[C@@H]21	i	-2
Cc1ccnc(N=O)c1	i	2
CCOc1ccc(NC(=O)CN(C)C(=O)c2cccc(S(=O)(=O)N3CCCC3)c2)cc1OCC	i	-4
CC(=O)Nc1ccc(NC(=O)CC2(CC(=O)N3CCOCC3)CCCC2)cc1	i	7
COC(=O)CCC(C)C1CCC2C3CCC4CC(O)CCC4(C)C3CC(O)C12C (stereo not given)	i	-9
CN(C)S(=O)(=O)c1cccc(C(=O)Nc2cc(S(=O)(=O)N3CCOCC3)ccc2O)c1	i	0
CC(C)Cn1cnc2c(SCc3ccccc3F)nc(N)nc21	i	1
COc1cc(C(=O)N2CCN(c3ccccc3)CC2)c2ccccc2n1	i	5
Cc1ccc(CN2CCN(CCCn3cnc4c(OCc5ccccc5)ncnc43)CC2)cc1	i	19
COc1ccc(CNS(=O)(=O)c2ccc(N3CCCC3)cc2Br)cc1	i	1

Exported with two lines to a compound: three of the compounds above
Below each compound: KCNK3 inh, DYRK1A inh
CCC(C)Sc1ccc(-c2nc3ccc(C)cn3c2NCc2ccccc2)cc1 (stereo not given)
→ i, -2
CC[C@@]1(C(=O)OC)N[C@H](CN(C)C(=O)C2CCCCC2)[C@@H]2C(=O)N(Cc3ccccc3)C(=O)[C@@H]21
→ i, -2
Cc1ccnc(N=O)c1
→ i, 2

Whole records as entered above. Order of values: KCNK3 inh | DYRK1A inh
`Cn1c(N)c(C(=O)CSc2nnc(C3CC3)n2Cc2ccccc2)c(=O)[nH]c1=O` is listed with i | -3
`COc1cc(C(=O)N2CCN(c3ccccc3)CC2)c2ccccc2n1` is listed with i | 5
`CC(=O)Nc1ccc(NC(=O)CC2(CC(=O)N3CCOCC3)CCCC2)cc1` is listed with i | 7
`CCC(C)Sc1ccc(-c2nc3ccc(C)cn3c2NCc2ccccc2)cc1` (stereo not given) is listed with i | -2

(further entries)
SMILES	KCNK3 inh	DYRK1A inh
COc1ccc(CNC[C@H]2O[C@@H](n3ccc(=O)[nH]c3=O)[C@H](O)[C@@H]2O)cc1OC	i	0
COc1ccc(C=NNC(=S)NN=Cc2ccc(OC)c(OC)c2)cc1OC	i	8
O=C1C=C(C2CCCCC2)C(=O)c2ccccc21	i	2
O=C(CCCOc1ccc(Cl)cc1Cl)NC(Cc1ccccc1)C(=O)O (stereo not given)	i	-3
CSCCC(NC(=O)COc1ccccc1)C(=O)OCc1ccc(Cl)cc1 (stereo not given)	i	3
O=C1NC(=O)C2(CCCC2)N1	i	-1
O=C(CSc1nc2nn(-c3ccccc3)c(=O)c-2c2n1CCCCC2)Nc1ccccc1[N+](=O)[O-]	i	-3
COc1c(C=O)c2c(c(OC)c1OC)-c1ccc(OC)c(=O)cc1C(NC(C)=O)CC2 (stereo not given)	i	0
C=CCN1CCc2nc(N)sc2CC1	i	10
Cn1cnc([N+](=O)[O-])c1Sc1nc(N)nc2c1ncn2C1OC(CO)C(O)C1O (stereo not given)	i	-1
Nc1nc(SCc2ccc(Br)cc2)c2ncn(C3OC(CO)C(O)C3O)c2n1 (stereo not given)	i	-3
Cc1cn(CC(=O)NCc2ccccn2)c(=O)[nH]c1=O	i	7
Oc1ccc2ccc(Cl)cc2c1	i	7
Cc1nnc(SCC(=O)Nc2cc(S(=O)(=O)N3CCOCC3)ccc2C)s1	i	2
COc1ccc2[nH]c3c(c2c1)CCN1C(=O)C(CC(=O)NCCC2=CCCCC2)C[C@H](C(=O)N2CCCCC2)[C@@]31CCc1ccccc1 (stereo not given in full)	i	7
O=[N+]([O-])c1ccc(C=NN2CCCCCC2)cc1	i	-4
O=C(Nc1cccc([N+](=O)[O-])c1)NN1CCCCCC1	i	14
CN(C)C(CNC(=O)c1cccc(S(=O)(=O)Nc2ccc(SC(F)F)cc2)c1)c1ccccc1 (stereo not given)	i	-2
COCCN(C(=O)COC(=O)CCc1ccccc1)c1c(N)n(Cc2ccccc2)c(=O)[nH]c1=O	i	15
CCOc1ccc(C(=O)Nc2ccc(N3CCN(C(=O)c4ccco4)CC3)cc2)cc1Br	i	0
Oc1ccc(C=NN=Cc2ccco2)c(O)c1	i	-4
CCC1(c2ccc(F)cc2)NC(=O)N(CC(=O)N2CCN(S(=O)(=O)c3ccc(C)cc3C)CC2)C1=O (stereo not given)	i	6
NC(=S)NN=C1CCSCC1	i	5
Cc1ccc(S(=O)(=O)NN=C2CC3CCC2(C)C3(C)C)cc1 (stereo not given)	i	2
Cc1cccc(OCCCC(=O)NNC(=O)c2ccncc2)c1	i	3
O=c1cc(C=NNc2ccccc2)[nH]c(=O)[nH]1	i	-2
CC(=O)c1sc(NC(=O)C2CCCN2S(=O)(=O)c2ccccc2F)nc1C (stereo not given)	i	0
COCCN1C(=O)c2ccccc2C(C(=O)NCCCN2CCCC2=O)C1c1c[nH]c2ccccc12 (stereo not given)	i	6
CC1CCN(S(=O)(=O)c2ccc(NC(=O)CCN3C(=O)C4CC=CCC4C3=O)cc2)CC1 (stereo not given)	i	0
COc1cc(NC(=O)CCC(=O)N2CCN(S(=O)(=O)c3ccc(C)cc3)CC2)cc(OC)c1	i	3
CC1CNC(=S)N(c2ccccc2)C1=O (stereo not given)	i	-1
Cc1ccc(NC(=O)C2SC(=Nc3ccccc3)C(C(=O)Nc3ccc(Cl)cc3)=C2N)cc1 (stereo not given)	i	1
CS(=O)(=O)c1cccc(C(=O)Nc2ccc(S(=O)(=O)N3CCCCC3)cc2)c1	i	-8
OC(CSc1ccccc1)CN1CCN(c2ccc(Cl)cc2)CC1 (stereo not given)	i	-2
Cc1cc(C(=O)OC(C)C(=O)Nc2cccc(Cl)c2)on1 (stereo not given)	i	-6
CC(=O)Nc1c(Br)cc2c(c1Br)Cc1cc([N+](=O)[O-])ccc1-2	i	-3
CC1CCN(c2nc3c(c(=O)[nH]c(=O)n3C)n2CCSc2ncccn2)CC1	i	3
CC(=O)N(Cc1ccccc1)C(CC(=O)NCc1ccccc1)C(=O)O (stereo not given)	i	-3
C=CC(=O)Nc1cccc(CN2C(=O)N(c3cc(OC)cc(OC)c3)Cc3cnc(NCCCCN(CC)CC)nc32)c1	i	4
CNc1cccnc1C=NNC(N)=S	i	3
CCOC(=O)C1=C(C)N(C[C@@H]2CC[C@@H](Cc3ccc(-c4ccccc4)cc3)O2)C(=O)NC1c1cccc([N+](=O)[O-])c1 (stereo not given in full)	i	0
Cc1ccc(C)c(NC(=O)C(OC(=O)c2ccc(CO)cc2)c2ccccc2)c1 (stereo not given)	i	-4
CC(=O)c1cccc(OCC(=O)NC2CCCCCC2)c1	i	0
COc1ccc(C2CC(c3ccncc3)=NN2c2ccc(S(N)(=O)=O)cc2)cc1 (stereo not given)	i	-3
CN(C)CCN(Cc1ccco1)c1ccccn1	i	0
CCCOC(=O)c1ccc(NC(=O)COC(=O)C2CCN(c3ccc(C(F)(F)F)cn3)CC2)cc1	i	1
CNC(=S)NN=C(C)CCCC(C)=NNC(=S)NC	i	-4
CCOC(=O)C1CCCN1C(=O)C1(NC(C)=O)CCCC1 (stereo not given)	i	5
CC(=O)C12OC(C)(C)OC1CC1C3CCC4=CC(=O)C=CC4(C)C3(F)C(O)CC12C (stereo not given)	i	8
Cc1ncc([N+](=O)[O-])n1S(=O)(=O)c1ccc2c(c1)OCCO2	i	-5
CCOC(=O)Cc1csc(NC(=O)c2ccc(C)c(S(=O)(=O)N3CCOCC3)c2)n1	i	0
CC(C)c1ccc(C2OCC(C)([N+](=O)[O-])CO2)cc1 (stereo not given)	i	-2
COCC(C)n1c(SCC(=O)Nc2cc(C)on2)nc2ccccc2c1=O (stereo not given)	i	-9
Cc1ccc(OCC(=O)Nc2cc(S(=O)(=O)N3CCOCC3)ccc2N2CCCC2)cc1	i	-2
O=C(O)c1ccc(-c2ccc(/C=C3\NC(=O)N(Cc4ccc(Cl)cc4)C3=O)o2)cc1	i	-3
COC1=CC(=O)OC(C)(c2ccccc2)C1 (stereo not given)	i	1
COc1ccc([C@@H]2CC(=O)c3c(O)cc(O[C@@H]4OC(CO[C@@H]5OC(C)[C@H](O)[C@@H](O)[C@H]5O)[C@@H](O)[C@H](O)[C@H]4O)cc3O2)cc1O (stereo not given in full)	i	9
Nc1ccc(N=Nc2ccc(O)cc2)c(N)n1	i	8
CCOc1ccc(C(=O)NCC(=O)NNC(=O)CN(C)S(=O)(=O)c2ccc(Cl)cc2)cc1OCC	i	-5
O=C(CCc1nc2ccccc2c(=O)[nH]1)Nc1cc(Cl)ccc1N1CCCC1	i	-1
C/C=C(/CCC1NCCc2c1[nH]c1ccccc21)[Si](C)(C)C (stereo not given)	i	0
CCC1C(=O)C[C@H]2CCN3C(=O)CCCC1C23 (stereo not given in full)	i	-1

These rows are one share of the data. The share of hits here may be higher or lower than overall.
